High-throughput results deposited in PubChem BioAssay by PCMD.
FXIa inh = human FXIa protease inhibitors, primary screen, biochemical, single compound per well. Coagulation factor XI (Homo sapiens), P03951. purified human FXIa, fluorogenic AMC substrate cleavage. inhibition, % at 10 µM. 0.3% of 33,000 active;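 active means inhibition above 40% in the primary screen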;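 further: 0% = enzyme without compound and 100% = blank wells lacking enzyme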
FXIIa inh = human FXIIa protease inhibitors, primary screen, biochemical, single well | Coagulation factor XII (Homo sapiens), P00748 | purified human FXIIa, AMC substrate fluorescence, 2 h | inhibition, % at 10 µM | 0.2% of 33,000 active | AID 701, 2007; in the data active means inhibition above about 30%;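 further: 0% = enzyme with vehicle only and 100% = no enzyme blank; many of its hits are not listed in these tables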
Target sequence (P00748 20-372 limits assumed): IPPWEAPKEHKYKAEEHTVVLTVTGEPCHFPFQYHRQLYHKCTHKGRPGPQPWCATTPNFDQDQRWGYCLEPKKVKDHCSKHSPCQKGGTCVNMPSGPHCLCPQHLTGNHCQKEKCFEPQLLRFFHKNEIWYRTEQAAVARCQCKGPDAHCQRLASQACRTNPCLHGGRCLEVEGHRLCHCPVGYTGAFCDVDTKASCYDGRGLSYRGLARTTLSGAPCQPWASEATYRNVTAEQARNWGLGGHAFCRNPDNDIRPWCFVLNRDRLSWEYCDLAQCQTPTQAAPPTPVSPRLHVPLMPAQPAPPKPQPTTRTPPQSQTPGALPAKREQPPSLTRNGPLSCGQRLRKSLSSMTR
Target sequence (P00748 373-615 limits assumed): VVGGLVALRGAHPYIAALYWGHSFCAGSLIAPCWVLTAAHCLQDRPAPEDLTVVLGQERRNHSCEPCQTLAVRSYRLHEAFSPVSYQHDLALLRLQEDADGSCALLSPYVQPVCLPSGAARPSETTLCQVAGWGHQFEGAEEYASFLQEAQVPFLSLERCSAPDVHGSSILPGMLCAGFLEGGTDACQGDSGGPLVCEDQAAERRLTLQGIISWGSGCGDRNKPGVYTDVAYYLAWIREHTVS
* = called active by the depositor. Not all compounds are listed; rates above refer to the full screens.

Under each structure: FXIa inh | FXIIa inh
CC(Sc1n[nH]c(N)n1)c1nc2scc(-c3cccs3)c2c(=O)[nH]1 (configuration not stated)
    -4 | 3
CCOc1ccc(NC(C)c2cc(Cl)ccc2O)cc1 (configuration not stated)
    1 | 8
O=C(c1ccc(=O)[nH]c1)N(Cc1ccco1)C1(C(=O)NC2CCCC2)CCCCC1
    4 | 6
COCCCNC(=O)c1cc2c(s1)CS(=O)(=O)C2
    7 | 7
COCCNC(=O)c1ccc(NC(C)=O)cc1
    -1 | -3
CCOC(=O)N1CCN(C(=O)c2cccc(OC)c2OC)CC1
    0 | 2
Cc1ccc(-n2nnnc2SCC(N)=O)c(C)c1
    2 | 4
COc1ccc(OC)c(C(=O)c2ccc(C(=O)O)cc2)c1
    -2 | 5
CCN(CC)S(=O)(=O)c1ccc2c3c(cccc13)C(=O)S2
    5 | 11
CC(C)CC(NS(=O)(=O)c1ccccc1)C(=O)O (configuration not stated)
    28 | -11
COc1ccc(C2OCC3(CO2)SC(N)=NC3=O)cc1 (configuration not stated)
    -10 | 5
CN(C(=O)c1c(Cl)nc2sccn12)C1CCCCC1
    -1 | -15
CC(C)C(=O)Nc1ncc(C(F)(F)F)cc1Cl
    2 | 9
O=C(CSc1nnc(COc2ccccc2)o1)c1ccccc1
    -8 | -11
O=S(=O)(NC1CCCCC1)c1ccc(-c2csnn2)s1
    -4 | 9
COc1ccc(NC(=O)CN2CCN(c3nc(-c4cccc(OC)c4)cs3)CC2)cc1
    0 | 4
Cc1ccc(NC(=O)NC2C(NC(=O)Nc3ccc(C)cc3)N(C)C(=O)N2C)cc1 (configuration not stated)
    -4 | -4
O=C(NCc1ccco1)c1ccccc1Br
    -3 | 2
COc1cccc(N/C=C(\C#N)c2ccc(OCCCF)cc2)c1
    -2 | 0
CCCCCCN1CC(O)=C(c2ccccc2)C1=N
    4 | 11

Next structures follow:
Under each structure: FXIa inh | FXIIa inh
O=c1c2c3nc4ccccc4nc3n(/N=C/c3cccs3)c2ncn1-c1ccccc1
    1 | 9
COc1cc(S(=O)(=O)N2CCCCC2)ccc1NC(=O)/C=C/c1ccccc1
    20 | -8
O=S(=O)(c1ccc(F)cc1)N1CCN(c2nc(-c3ccc(F)cc3)cs2)CC1
    -13 | 2
CCOc1cc(N2CCOCC2)c(OCC)cc1NC(=O)COC(=O)[C@H](Cc1c[nH]c2ccccc12)NC(C)=O
    -12 | 8
COC(=O)C(N)Cc1ccc(O)c(O)c1 (configuration not stated)
    -9 | -1
COc1ccc2c(c1)-c1ccccc1S(=O)(=O)N2C
    -5 | -2
O=C(Cn1c(-c2cscn2)nc2ccccc21)Nc1cc(F)ccc1F
    5 | 8
O=C(CSc1nnc2c(Cl)cc(Cl)cn12)NC1CCS(=O)(=O)C1 (configuration not stated)
    4 | 6
O=C(COc1ccc(F)cc1Br)NCc1ccccn1
    5 | 2
CC(C)CCNc1nnnc2c1sc1nc(N3CCOCC3)c3c(c12)CC(C)(C)SC3
    22 | -14
CC(C)(C)NC(=O)c1cnn(-c2ccccc2)c1NC(=O)c1ccccc1
    -3 | -2
COCCCN1C(=O)C(O)=C(C(=O)c2ccco2)C1c1ccc(Br)cc1 (configuration not stated)
    9 | 4
O=C(c1ccco1)N1CCN(C(=O)C2Cc3ccccc3CN2S(=O)(=O)c2ccc(F)cc2)CC1 (configuration not stated)
    -3 | 3
C1CCc2c(nc3nnnn3c2NC2CCCC2)C1
    4 | 7
Cc1[nH]c2c(ccc3ccccc32)c1C1C(CCN)C1(C)C (configuration not stated)
    8 | 3
O=C(Nc1ccccc1)c1c(F)cccc1F
    7 | 5
COc1ccc(F)cc1S(=O)(=O)N1CC(C)CC(C)C1 (configuration not stated)
    -7 | 2
CC(OC(=O)CN1C(=O)NC(C)(C)C1=O)C(=O)c1ccccc1 (configuration not stated)
    -3 | -1
CCn1c(=O)n(-c2ccc(Cl)cc2)c(=O)c2c3c(sc21)COC(C)(C)C3
    -4 | 4
CCCCc1nnc(SCCSc2nnc(CCCC)n2N)n1N
    -2 | 0

Quoted at random: three entries already listed.
Under each structure: FXIa inh | FXIIa inh
O=C(CSc1nnc2c(Cl)cc(Cl)cn12)NC1CCS(=O)(=O)C1 (configuration not stated)
    4 | 6
CC(C)(C)NC(=O)c1cnn(-c2ccccc2)c1NC(=O)c1ccccc1
    -3 | -2
CC(C)CCNc1nnnc2c1sc1nc(N3CCOCC3)c3c(c12)CC(C)(C)SC3
    22 | -14

Additional compounds follow.
Under each structure: FXIa inh | FXIIa inh
Cc1cc(C)n(CCc2nc(-c3ccco3)cs2)n1
    0 | 4
CCOC(=O)c1ccc(N/C=C2\CCCCC2=O)cc1
    1 | 16
Cc1ccc(-c2noc(CCC(=O)NCC3CCCO3)n2)cc1 (configuration not stated)
    -11 | 6
CCOC(=O)C1=C(C)OC(N)=C(C#N)C1c1ccc(O)c(OC)c1 (configuration not stated)
    11 | 8
N#Cc1ccsc1NC(=O)CN1CCN(c2ccccn2)CC1
    -8 | 0
O=C(Nc1ccccc1F)c1ccco1
    -13 | 12
COc1cnc(N(C)C)nc1Sc1ccc(Cl)cc1
    -17 | -18
Cc1ccc2c(c1)N(C(=O)CSc1nncn1C)C(C)(C)c1ssc(=S)c1-2
    -5 | 6
C/C(=N\NC(N)=O)C1(C)CCCCC1
    4 | 11
Cc1c(NCc2cc(Cl)ccc2O)c(=O)n(-c2ccccc2)n1C
    -8 | 9
O=S(=O)(CCSc1nc2ccccc2o1)c1nc2ccccc2s1
    5 | 5
COc1ccccc1-c1nc(C#N)c(N2CCC(C(N)=O)CC2)o1
    11 | -1
CCOc1ccc(-c2nc(C#N)c(NCC3CCCO3)o2)cc1 (configuration not stated)
    -3 | 5
Cc1ccc(/C=N/n2c(C)nnc2C)cc1
    0 | 14
CCCCn1c(/N=C/c2ccc(N(C)C)cc2)nc2ccccc21
    1 | 7
CC(=O)N1CCn2c3ccc(C)cc3c3cccc1c32
    -3 | 0
CCCC(=O)Nc1ccc(-c2nc3cc(C)ccc3o2)cc1
    7 | -2
Cc1cc(C(=O)NCCCN2CCCC2=O)no1
    4 | 8
Cc1ccc(C)c(N2CCN(C(=O)C(Cc3ccccc3)n3cccc3)CC2)c1 (configuration not stated)
    0 | 2
O=C(Nc1cccc(NC(=O)c2ccc(Br)o2)n1)c1ccc(Br)o1
    0 | 0

Rewritten with tabs: entries from further up.
canonical_smiles	FXIa inh	FXIIa inh
Cc1cc(C)n(CCc2nc(-c3ccco3)cs2)n1	0	4
O=C(Nc1ccccc1F)c1ccco1	-13	12
CCCCn1c(/N=C/c2ccc(N(C)C)cc2)nc2ccccc21	1	7
O=S(=O)(CCSc1nc2ccccc2o1)c1nc2ccccc2s1	5	5
Cc1c(NCc2cc(Cl)ccc2O)c(=O)n(-c2ccccc2)n1C	-8	9

New compounds follow.
Under each structure: FXIa inh | FXIIa inh
CC1(C)N=C(N)NC(Nc2cccc(Br)c2)=N1
    -5 | 4
CC(=O)OCCNC(=O)c1cccnc1
    -4 | -1
O=C(Nc1ccncc1)c1cn(-c2ccccc2)nc1-c1cccs1
    6 | 6
Cc1ccccc1-n1ncc2c([N+](=O)[O-])cc([N+](=O)[O-])cc21
    -15 | -1
O=C(N/N=C\c1cn[nH]c1-c1ccccc1)c1cccnc1
    -7 | 3
Cc1ccc(Nc2nc(C)cc(C)c2C(N)=O)cc1
    1 | 15
O=C(c1ccccc1)c1cncc(Br)c1
    -3 | 3
COc1ccc(Cl)cc1N1CCN(CCNC(=O)Nc2ccccc2C)CC1
    4 | 4
O=C(NCc1cccs1)C1CCC(CNS(=O)(=O)c2cccc3nsnc23)CC1 (configuration not stated)
    2 | 5
CCOC(=O)Cc1c(C)nc2c(-c3ccccc3)c(C)[nH]n2c1=O
    1 | 9
Cc1ccc2c(c1)OC(=O)CC2c1ccccc1 (configuration not stated)
    -8 | 0
Clc1ccc(OCCCc2nc(-c3ccncc3)no2)c(Cl)c1
    -3 | 5
CCOC(=O)C(C(=O)Nc1nc2ccccc2s1)C1CCCCC1 (configuration not stated)
    4 | 8
Cc1ccc(C(C)C)c(OCC(=O)Nc2ccc3c(c2)nc(CN2CCCC2)n3C)c1
    -4 | 5
CCC1=NC(c2ccc(OC)cc2)N(O)C1(C)C (configuration not stated)
    -5 | -1
CCC(C)Cn1c(S(=O)(=O)O)nc2ccccc21 (configuration not stated)
    -5 | 4
CC(OC(=O)CN(C)S(=O)(=O)c1ccc(Cl)cc1)C(=O)Nc1ncc(Cl)cc1Cl (configuration not stated)
    -10 | 7
O=C(CN(Cc1cccs1)C(=O)CSc1nnc(COc2ccccc2)o1)NC1CCCCC1
    4 | -2
CCC(=O)Nc1nc(=S)ss1
    0 | 15
CCC(C(=O)NCc1ccco1)N(C(=O)CNS(=O)(=O)c1ccccc1)C1CCCCC1 (configuration not stated)
    11 | -6

Following part
Under each structure: FXIa inh | FXIIa inh
Cc1ccccc1-c1nn2c(-c3ccccc3)nnc2s1
    -1 | 7
CCCNC(=O)c1ccccc1NC(=O)c1ccccc1N(C)S(C)(=O)=O
    -2 | 5
CCCOc1ccc(-c2nc(=S)[nH][nH]2)cc1
    -6 | 11
Cc1ccc(SCc2[nH]nc3c2C(C(C)C)C(C#N)=C(N)O3)cc1 (configuration not stated)
    0 | 5
Cc1ccc(S(=O)(=O)c2c(N)n(Cc3ccco3)c3nc4ccccc4nc23)cc1C
    -2 | -15
Cc1ccc(S(=O)(=O)c2nc(C)oc2NCc2ccccc2)cc1
    -5 | -6
O=C(COc1ccccc1Br)NCc1ccco1
    -13 | 3
O=C(OCC(=O)c1ccc[nH]1)c1ccc(S(=O)(=O)N2CCCCC2)cc1
    4 | 0
CCOC(=O)C1CCN(C(=O)CSc2nnc(-c3ccco3)n2-c2ccccc2)CC1
    3 | 2
Cc1ccnc(NC(=O)CS(=O)(=O)Cc2ccccc2)c1
    2 | 7
CC(/C=C\c1cccnc1)=C/C(=O)O
    -11 | 2
COc1cccc(NC(=O)Cc2nnc(SCC(=O)NC(C)c3ccccc3)n2C)c1 (configuration not stated)
    -3 | 4
CC(=O)C(CC(=O)N1CCCc2ccccc21)C(=O)Nc1ccc(F)cc1 (configuration not stated)
    4 | 9
CCOC(=O)c1cccc(Nc2ncnc3ccccc23)c1
    -12 | 8
O=C(N/N=C/C=C/c1ccccc1)c1ccc(Br)cc1
    -8 | 6
COc1nc(Oc2ccc(/C=N/O)cc2)nc(N(C)C)n1
    -11 | -8
Cc1ccc(SCc2cc(=O)[nH]c(N3CCN(C)CC3)n2)cc1
    -7 | 6
CC1CN(S(=O)(=O)c2ccc(-c3nc4ccccc4s3)cc2)CC(C)O1 (configuration not stated)
    -5 | 4
CCCC(=O)Nc1nc2c(c(=O)[nH]1)CCCC2
    -5 | 7
CCC(=O)Nc1cc(-c2nn(CC(=O)N3CCCCC3)c(=O)c3ccccc23)ccc1N1CCOCC1
    -3 | 2

Carrying on:
Under each structure: FXIa inh | FXIIa inh
N/C(=N/O)c1nc(N2CCCC2)nc(N(c2ccccc2)c2ccccc2)n1
    -2 | 4
On1c2c(c3c4nonc4ccc31)CCCC2
    -2 | 23
c1csc(CNCCCN2CCOCC2)c1
    1 | 9
C[n+]1cc(-c2ccccc2)n2c1CCCCC2
    7 | 6
O=C(COC(=O)c1ccccn1)c1ccc(Br)cc1
    3 | 3
O=C(N1CCN(Cc2ccc3c(c2)OCO3)CC1)C12CC3CC(CC(C3)C1)C2
    4 | 10
Cc1ccc(CNC(=O)c2cnc(-c3ccccn3)nc2C(F)(F)F)cc1
    -4 | 0
CCCCc1nc(NCc2ccccc2)c(C#N)c2c1COC(C)(C)C2
    -3 | 1
O=S(=O)(NCc1ccc(Cl)cc1)c1cnc[nH]1
    1 | 4
CCOC(=O)c1sc2nc3c(cc2c1N)COC(C(C)C)C3 (configuration not stated)
    30 | -15
Cc1ccc(NC(=O)Cn2nnc(-c3ccccc3NC(=O)c3cccs3)n2)cc1
    -1 | -2
CCOc1ccc(N2C(=O)/C(=C/c3cc(OC)c(OC)c(OC)c3)N(CC(=O)OC)C2=S)cc1
    35 | 0
COc1ccc(CNC(=O)c2cccc(N(C)C)c2)cc1
    4 | 6
COc1cc(-c2nnc(SC/C=C/c3ccccc3)n2N)cc(OC)c1OC
    9 | 5
c1ccc(CSc2n[nH]c(-c3ccco3)n2)cc1
    -9 | 7
COC(=O)c1sccc1NC(=S)N1CCCCC1
    15 | 2
Cc1ccc(NC(=O)CN2C(=O)NC(Cc3ccccc3)C2=O)cc1 (configuration not stated)
    -5 | 11
CCc1ccc(OCC(=O)N2CCN=C2c2ccccc2)cc1
    -1 | 8
CC1(C)OC(=O)CC1C(=O)NCc1ccccc1 (configuration not stated)
    -3 | 9
COC(=O)c1c(NC(=O)c2ccco2)sc(C(=O)N2CCCC2)c1C
    -2 | 4

The list continues:
Under each structure: FXIa inh | FXIIa inh
Cc1ccccc1CN(c1ccc(C(=O)N2CCc3ccccc3C2)cc1)S(C)(=O)=O
    6 | 4
CCOC(=O)Nc1ccc(S(=O)(=O)Nc2nc(C)cc(C)n2)cc1
    -4 | 6
O=C(Nc1ccc(Cl)cc1)NC1CCCC1Cc1ccco1 (configuration not stated)
    -3 | 8
c1cc2c3c(cccc3c1)NC1(CCCCC1)N2
    -8 | 0
COc1cccc(/C=N/n2c(SC)nnc2-c2ccccc2)c1OC
    -2 | 8
Oc1ccccc1C1N=C(c2ccccc2)NC(c2ccccc2)=N1
    -6 | -1
Cc1ccccc1C(=O)NC1CCS(=O)(=O)C1 (configuration not stated)
    15 | -11
Cc1[nH]c2ccc(OCc3ccccc3)cc2c1CCN1C(=O)OC(C)(C)C1(C)O (configuration not stated)
    10 | 15
O=C(O)C1CCCCC1C(=O)Nc1ccccc1Cl (configuration not stated)
    -4 | 2
COc1ccc(CCNC(=O)NC23CC4CC(CC(C4)C2)C3)cc1
    13 | -15
COc1ccc(NC(=O)CSc2nc(C)c3c(c2C#N)CCCC3)cc1
    -6 | 5
CNC(=O)NC(=O)CSc1nnc(C(F)(F)F)n1C
    4 | 4
COc1ccc(C(=O)NCC(=O)OCC(=O)Nc2c(C)n(C)n(-c3ccccc3)c2=O)cc1
    -12 | 11
